LDHA block: LDHA (human) enzyme inhibition | 480,000 compounds, 0.15% hits | activity change, % (values are at about 110 or 230 µM) | P00338 | purified LDHA, NADH/diaphorase-resazurin fluorescence; stronger effect = lower value; in the data active = activity change below about -30%; inconclusive = mostly about -25% to -30%;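 also: plate controls were DMSO wells for no effect and wells without enzyme for full effect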
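Enzyme activity of human lactate dehydrogenase 5 (2 nM; 0.06 mM NADH, 0.2 mM pyruvate, 5 min, RT) is measured via a resazurin/diaphorase fluorescence readout of residual NADH.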
APEX1 inh: APE1 (human) endonuclease inhibition; P27695; recombinant APE1, TAMRA/BHQ-2 abasic DNA cleavage fluorescence; Potency, µM (highest dose often 65.8 µM), without a hit: at the highest dose activity change, negative = inhibition, hits mostly inhibitors; 350,000 compounds, 0.35% hits; AID 2517;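 also: potency is read from the fitted curve at half-maximal effect; plate controls were vehicle for no effect and reference inhibitor for full effect; nearly all actives have a fitted effect of over 55% in size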
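Compound pre-exposure to 0.75 nM APE1, 15 min at ambient temperature. Reaction initiated with 50 nM TAMRA/BHQ-2 THF substrate, read immediately in kinetic mode, 525 nm excitation, 598 nm emission.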
Pol iota inh: blocks human DNA polymerase iota activity; 390,000 compounds, 1% hits; AID 588590; Potency, µM (top dose mostly 115 µM), inactives show at the highest dose activity, negative = inhibition, usual class: inhibitors; Pol iota fluorescent replication assay, 10 min; also: potency is read from the fitted curve at half-maximal effect
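Pol iota at 10 nM preincubated 15 min with compounds at room temperature; reaction started with fluorescent substrate, 50 nM final. Fluorescence read kinetically at 0 and 10 min; buffer-only wells as negative control.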
Pol eta inh: inhibitors of human DNA polymerase eta; recombinant Pol eta, fluorescent DNA replication assay; Q9Y253; 390,000 compounds, 1.2% hits; Potency, µM (doses to about 114 µM), without a hit: top-dose activity change, negative = inhibition, hits mostly inhibitors; AID 588591; also: potency is read from the fitted curve at half-maximal effect; % is scaled to controls: 0 for no effect and ±100 for the full control effect
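Pol eta at 10 nM preincubated with compounds 15 min at room temperature; reaction started with fluorescent substrate (50 nM final) and read kinetically at 0 and 10 min.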
Pol beta inh: DNA polymerase beta (human) inhibition | Pol beta primer extension/strand displacement, fluorescence kinetic | Potency, µM (highest dose often 114 µM), for the others: at the highest dose activity change, negative = inhibition, usual class: inhibitors | P06746 | 340,000 compounds, 1.3% hits; also: potency is read from the fitted curve at half-maximal effect; % is scaled to controls: 0 for no effect and ±100 for the full control effect
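Preincubation: enzyme (10 nM) with compound, 15 min, RT. Reaction: substrate added to 50 nM final. Reads: 0 and 10 min. Analysis: normalized, Hill fit.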
BLM inh: inhibitors of human Bloom syndrome helicase BLM. recombinant BLM DNA unwinding, fluorescence dequenching. Potency, µM (top dose mostly 56.1 µM), inactives show top-dose activity change, negative = inhibition, hits mostly inhibitors. 350,000 compounds, 0.2% hits;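 also: potency is read from the fitted curve at half-maximal effect; plate controls were vehicle for no effect and no enzyme for full effect; nearly all actives have a fitted effect of over 35% in size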
Target sequence (P54132 whole entry, looked up): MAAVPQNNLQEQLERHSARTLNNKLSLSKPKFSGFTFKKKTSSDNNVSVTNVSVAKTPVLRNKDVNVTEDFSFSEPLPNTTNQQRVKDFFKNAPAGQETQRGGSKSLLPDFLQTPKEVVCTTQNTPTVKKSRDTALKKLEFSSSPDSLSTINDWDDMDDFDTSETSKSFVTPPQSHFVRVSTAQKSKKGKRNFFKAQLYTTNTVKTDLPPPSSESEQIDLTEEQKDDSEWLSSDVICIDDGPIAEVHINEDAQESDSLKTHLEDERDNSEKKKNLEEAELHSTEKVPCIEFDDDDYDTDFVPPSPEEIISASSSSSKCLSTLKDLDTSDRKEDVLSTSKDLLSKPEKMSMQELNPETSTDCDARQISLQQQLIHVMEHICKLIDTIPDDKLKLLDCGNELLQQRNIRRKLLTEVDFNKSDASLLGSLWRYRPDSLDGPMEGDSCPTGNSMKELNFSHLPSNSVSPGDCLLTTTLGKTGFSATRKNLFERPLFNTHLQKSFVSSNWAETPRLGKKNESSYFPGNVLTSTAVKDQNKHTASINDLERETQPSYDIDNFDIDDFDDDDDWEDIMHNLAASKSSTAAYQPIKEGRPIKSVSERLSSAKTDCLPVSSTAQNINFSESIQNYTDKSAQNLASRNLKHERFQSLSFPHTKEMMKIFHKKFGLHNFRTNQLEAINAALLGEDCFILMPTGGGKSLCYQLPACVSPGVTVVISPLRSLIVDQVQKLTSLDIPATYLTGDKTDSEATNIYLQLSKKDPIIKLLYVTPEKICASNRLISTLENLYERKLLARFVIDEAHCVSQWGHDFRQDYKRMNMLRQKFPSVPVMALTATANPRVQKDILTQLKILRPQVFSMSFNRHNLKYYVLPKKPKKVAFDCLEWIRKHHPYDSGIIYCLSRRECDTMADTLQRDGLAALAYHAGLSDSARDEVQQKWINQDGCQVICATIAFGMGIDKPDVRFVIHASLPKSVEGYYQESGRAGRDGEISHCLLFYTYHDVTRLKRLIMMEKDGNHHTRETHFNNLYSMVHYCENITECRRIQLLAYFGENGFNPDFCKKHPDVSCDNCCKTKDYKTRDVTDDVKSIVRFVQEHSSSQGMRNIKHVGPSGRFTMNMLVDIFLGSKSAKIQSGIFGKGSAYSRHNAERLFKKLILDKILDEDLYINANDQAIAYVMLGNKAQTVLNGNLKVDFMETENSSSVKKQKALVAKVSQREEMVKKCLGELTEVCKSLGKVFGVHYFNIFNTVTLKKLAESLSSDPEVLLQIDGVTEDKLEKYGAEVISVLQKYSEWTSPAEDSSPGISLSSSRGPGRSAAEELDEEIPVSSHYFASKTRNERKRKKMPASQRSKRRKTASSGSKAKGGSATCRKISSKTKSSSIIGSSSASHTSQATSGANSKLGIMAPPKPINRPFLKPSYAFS
POLK inh: blocks human DNA polymerase kappa activity. AID 588579. Potency, µM (top dose mostly 107 µM), without a hit: at the highest dose activity, negative = inhibition, usual class: inhibitors. 400,000 compounds, 0.53% hits. purified Pol kappa, fluorescent DNA synthesis assay, 10 min; also: potency is read from the fitted curve at half-maximal effect; % is scaled to controls: 0 for no effect and ±100 for the full control effect
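Here, compound and 10 nM enzyme are combined for 15 min at room temperature; adding 50 nM substrate (final) starts DNA synthesis, tracked by fluorescence at 0 and 10 min against buffer-only wells.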
Anesthetic bind: candidate novel general anesthetic via apoferritin binding | apoferritin/1-aminoanthracene competitive binding, fluorescence | P02791 | Potency, µM (doses to about 77.5 µM), inactives show at the highest dose activity change, negative = displacement, most hits filed as inhibitors | 350,000 compounds, 0.074% hits; also: potency is read from the fitted curve at half-maximal effect; % is scaled to controls: 0 for no effect and ±100 for the full control effect; nearly all actives have a fitted effect of over 20% in size
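10 uM apoferritin + 50% sat. 1-AMA, PBS; cpd 10 min RT; Ex380/Em535 endpoint; normalized to free probe vs complex; 4-param Hill fit; propofol titration as pos. ctrl.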
GRP78 ERSR act: ER stress response induction in glioma | U87-MG GRP78 promoter luciferase reporter, 16 h | Potency, µM, for the others: at the highest dose activation, actives largely listed as activators | 420,000 compounds, 0.02% hits; also: potency is read from the fitted curve at half-maximal effect; series mostly up to about 76 µM; % of control where 0% means no effect; nearly all actives have a fitted effect of over 35% in size
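Stably transfected U87-MG human glioma cells carrying a GRP78-based luminescent sensor were seeded at 1000 cells/well, pin-dosed with compounds and incubated 16 h. Luciferase reagent was then added, and end-point luminescence was read after 10 min at room temperature.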
* hit, by the source's call; ? = inconclusive; . = not tested or not shown; & = joins results of further samples; [ ] = dose if it differs, or a comment. Unless noted, calls follow the shape of the dose curve; as a rule, active = well fitted curve in the direction sought with a large enough effect; inconclusive = small, poorly fitted or top-dose-only effect, or another doubt; inactive = no such curve, though single readings can be large; an effect the other way counts as inactive or inconclusive. These rows are one share of the data; rates above refer to the full screens.

SMILES	LDHA block	APEX1 inh	Pol iota inh	Pol eta inh	Pol beta inh	BLM inh	POLK inh	Anesthetic bind	GRP78 ERSR act
O=C1NC2(CCCCCC2)C(=O)N1Cc1ccc(Br)cc1	0	1%	-7%	-10%	-15%	-7%	4%	-10%	-4%
Cc1sc2nc[nH]c(=S)c2c1-c1ccccc1	-5	-6%	167%[activator]	-17%	4%	-3%	-4%	?	-6%
CCC(C)[C@H](NC(=O)NCc1ccccc1)C(=O)O (stereo partly specified)	-2&-7	-4%	16%	9%	17%	-5%	-3%	-9%	-4%
CCN(CC(=O)NCc1ccc(F)cc1)S(=O)(=O)c1ccc(C)cc1	1	-9%	23%	3%	60%	-2%	-8%	1%	2%
O=C1c2ccccc2C(=O)N1CSc1nnc(Nc2ccccc2F)s1	-12	6%	11%	-15%	4%	-3%	-6%	-12%	1%
C=CCn1c(-c2cc3cccc(OC)c3o2)n[nH]c1=S	-4	-1%	31%[activator]	-9%	13%	-1%	-11%	-6%	0%
S=c1[nH]nc(-c2ccccc2)n1/N=C/c1cccc(Br)c1	-7	2%	100%[activator]	2%	2%	-1%	-1%	-5%	1%
O=C(CCc1nnc(C2CCCCC2)o1)N1CCN(c2ccccc2F)CC1	2	-1%	-1%	-11%	-1%	3%	10%	-15%	1%
Cc1[nH]ccc(=O)c1OCc1ccc(Cl)cc1	-6	3%	8%	1%	23%	-3%	-4%	-10%	-4%
Cc1ccccc1N1CCN(CCCN2C(=O)CC(=C(c3ccccc3)c3ccccc3)C2=O)CC1	-4	-2%	-2%	-13%	5%	-8%	-5%	?	-2%
c1cncc(CNc2ncnc3ccc(-c4ccoc4)cc23)c1	2	43%&-18%[activator]	31%	-4%	.	-2%	?	.	?
COC(=O)c1cc(NC(=O)c2ccc(Cn3cc(Cl)cn3)o2)cc(C(=O)OC)c1	-5	-10%	?	7%	2%	-10%	-18%	2%	-3%
CC(=O)c1ccc(NC(=O)CN2C(=O)CCc3ccccc32)cc1	0	.	36%[activator]	-10%	-12%	-5%	-7%	-7%	-2%
O=C1[C@H]2CC3C=CC2(O3)[C@@H]2OCCCN12 (stereo partly specified)	-20	-18%	-10%	-16%	.	.	-9%	.	-1%
CCn1c(=O)n(CC2CCC(C(=O)NC(C)C)CC2)c(=O)c2sccc21 (stereo unspecified)	-1	.	30%[activator]	-15%	3%	0%	23%	-7%	-1%
COc1ccccc1N(C(=O)c1snc(C(N)=O)c1N)C(C(=O)NCCC(C)C)c1ccco1 (stereo unspecified)	-2	-8%	-3%	8%	18%	-3%	0%	-7%	1%
COc1ccc(CCN2C(=O)c3oc4cc(C)cc(C)c4c(=O)c3C2c2ccccc2F)cc1OC (stereo unspecified)	-8	.	23%	.	1%	-2%	-21%	-3%	.
Cc1c(Cl)cccc1NC(=O)Nc1nnc(N2CCCCCC2)s1	-1	.	42%[activator]	-2%	16%	-7%	2%	-2%	-4%
O=C1CC(c2ccc3c(c2)OCO3)c2cc3c(cc2N1)OCO3 (stereo unspecified)	-2	2%	-8%	-16%	7%	2%	-2%	-14%	-5%
CCOc1ccc(S(=O)(=O)NCCC(=O)NCC(c2cccs2)N2CCOCC2)cc1 (stereo unspecified)	-7	-15%	31%[activator]	-11%	-8%	-4%	-9%	-6%	-3%
CCCCCCCN1CCC(=O)N([C@H](CO)c2ccccc2)CC1	-5	9%	41%[activator]	-20%	21%	-3%	-14%	-16%	-4%
Cc1cc2c(SCC(=O)Nc3ccccc3O)ncnc2s1	-6	.	45%[activator]	-9%	.	.	-4%	.	-6%
COc1ccccc1-c1cc(C(=O)N/N=C/c2ccc(C)s2)c2ccccc2n1	-4	1%	-4%	0%	1%	-6%	2%	4%	1%
O=C1CNC(=S)N1Cc1ccccc1	-11	0%	13%	-3%	7%	-6%	-15%	-7%	-5%

Limited to Anesthetic bind, for some of the entries so far:
mol,Anesthetic bind
CCCCCCCN1CCC(=O)N([C@H](CO)c2ccccc2)CC1,-16%
COc1ccc(CCN2C(=O)c3oc4cc(C)cc(C)c4c(=O)c3C2c2ccccc2F)cc1OC (stereo unspecified),-3%

The listing picks up; the 3 compounds before the break are reprinted first.
SMILES	LDHA block	APEX1 inh	Pol iota inh	Pol eta inh	Pol beta inh	BLM inh	POLK inh	Anesthetic bind	GRP78 ERSR act
Cc1cc2c(SCC(=O)Nc3ccccc3O)ncnc2s1	-6	.	45%[activator]	-9%	.	.	-4%	.	-6%
COc1ccccc1-c1cc(C(=O)N/N=C/c2ccc(C)s2)c2ccccc2n1	-4	1%	-4%	0%	1%	-6%	2%	4%	1%
O=C1CNC(=S)N1Cc1ccccc1	-11	0%	13%	-3%	7%	-6%	-15%	-7%	-5%
CC1CCCN(C(=O)Nc2cccc(NC(=O)N3CCCC(C)C3C)c2)C1C (stereo unspecified)	4	2%	7%	-9%	1%	0%	13%	?	-2%
CC(OC(=O)Cc1ccsc1)C(=O)Nc1ccc(C(N)=O)cc1 (stereo unspecified)	-21	8%	11%	-10%	.	.	-11%	.	-2%
COC(=O)c1sccc1NC(=O)c1c(F)c(F)c(F)c(F)c1F	-13	.	43%[activator]	-8%	.	.	-10%	.	-1%
Cc1ccc(Cn2c(=N)n(CC(=O)c3ccccc3)c3ccccc32)cc1	-7	0%	9%	-4%	4%	2%	-13%	-9%	-6%
CCC(C(=O)OC)n1nnc2sc(-c3ccccc3)cc2c1=O (stereo unspecified)	-4	.	15%	.	0%	-5%	-2%	10%	.
COc1ccc(S(=O)(=O)N2CCCC2C(=O)Nc2ccc(O)cc2)cc1 (stereo unspecified)	-2	-1%	51%[activator]	-17%	2%	-2%	5%	-8%	-6%
CCOc1ccc(C(=O)NC2CCN(S(C)(=O)=O)CC2)cc1	-9	0%	22%	-3%	6%	-7%	-8%	-7%	-2%
CC1CCCCN1C(=O)C1COc2ccccc2O1 (stereo unspecified)	-2	12%	40%[activator]	-9%	10%	-1%	-24%	-20%	-1%
COc1ccc2oc(C(=O)OCC(=O)NCc3ccco3)c(C)c2c1	-7	-21%	?	50µM*	.	.	-26%	.	5%
Cc1nc(NC(=O)COC(=O)c2cc3c(s2)CCC(C)C3)c(Cl)cc1Cl (stereo unspecified)	-1	2%	13%	-17%	15%	3%	4%	-6%	-3%
Cc1nnc(NC(=O)/C=C/c2ccco2)s1	-2	?	?	?	32µM*	-16%	-34%	-6%	1%
CCC(=O)Nc1cc(ON=C(C)C)cc([N+](=O)[O-])c1	3	4%	8%	-11%	12%	4%	-10%	-12%	-3%
COc1ccc(CN2CCN(S(=O)(=O)c3ccc(NC(C)=O)cc3)CC2)c(OC)c1OC	-17&-18	8%	?	-13%&-24%	-15%&7%	-1%&-5%	12%&-12%	-12%&-5%	-2%&-3%
Clc1ccc(-n2cnnn2)cc1	-4	-2%	-3%	0%	20%	-3%	-7%	-6%	-3%
O=C(CSc1nnc([C@@H]2CCCN2)o1)c1ccc(Cl)cc1	2	-4%	?	-11%	-4%	2%	0%	?	3%
Cc1cc(N=Nc2ccccc2)cc(C)c1NC(=O)C(F)(F)F	1	.	-9%	-18%	.	.	-16%	.	6%
Cc1c(C(=O)N2CCC(c3nc4ccccc4s3)CC2)oc2cc(Br)ccc12	3	.	24%	-19%	-1%	-3%	1%	33%[activator]	-4%
COc1cccc(N(CC(=O)NC2CCCC2)C(=O)CCCC(=O)Nc2ccccn2)c1	-19	22%	167%[activator]	-22%	24%	0%	3%	-4%	-2%
CCOc1ccccc1NS(=O)(=O)c1c(C(=O)OC)sc2cccc(F)c12	-6	.	-2%	-24%	-17%	-6%	-4%	-13%	-3%
COc1cccc(-c2nc(CS(=O)(=O)CC(=O)N3CCN(c4ccccn4)CC3)c(C)o2)c1	-1	9%	-15%	-23%	?	2%	-3%	-5%	-3%
COc1ccc(Oc2nc3c(c(=O)n(C)c(=O)n3C)n2Cc2ccccc2)cc1	3	-6%	-6%	-14%	?	-3%	-3%	0%	0%
Cc1noc(/C=C/N(C)C)c1S(=O)(=O)N1CCc2ccccc21	-6	-7%	2%	-23%	8%	-6%	-26%	7%	-3%
N#Cc1nc(/C=C/c2ccc(F)cc2)oc1N1CCCCC1	-6&-13	.	-4%	-6%	-6%	-13%	-8%	77%[activator]	9%
C=CCn1c(SCC(=O)NC2CCCC2)nc2scc(-c3ccco3)c2c1=O	0	?	?	16µM*	25µM*	-21%	?	-18%	4%
CCCCCc1ccnc(CC(=O)c2ccc(OC)cc2)c1	-5	.	-4%	-8%	.	.	-11%	.	-4%
CCCCC1(C)Cc2ccccc2C(=S)N1 (stereo unspecified)	2	-5%	1%	-7%	3%	1%	-1%	?	-5%
COc1ccc(C(CC(=O)N2CCCC(C)C2)c2c(OC)cc(OC)c3ccc(=O)oc23)cc1 (stereo unspecified)	-2	?	?	-2%	-13%	-5%&-17%	-26%&-14%	-6%&-16%	-2%&0%
Cn1c(SCc2cccnc2)nc2c(c1=O)SCC2	-8	6%	114%[activator]	5%	2%	-12%	-3%	-4%	-5%
COC(=O)c1ccc(CN2CCCC(C(=O)c3cc(F)ccc3OC)C2)cc1 (stereo unspecified)	-6	25%	-17%	-15%	-24%	-3%	-7%	-10%	-4%
CCN(Cc1ccccc1)C(=O)CS(=O)(=O)c1ccccc1	-9	6%	-5%	-11%	2%	1%	0%	-7%	1%
Cc1cc(=O)[nH]c2nnc(SCC(=O)Nc3ccc(F)cc3F)n12	8	.	22%	-14%	-16%	2%	0%[60.1 µM]	2%	-4%
C=Cc1ccc(CN2C(=O)N(c3ccc(CC)cc3)S(=O)(=O)c3ccccc32)cc1	-5	.	24%	-13%	-1%	-7%	-12%[60.1 µM]	50%[activator]	-2%
COc1ccc(N2CCN(C(=O)C3CCN(S(=O)(=O)c4cnc[nH]4)CC3)CC2)cc1	3	.	?	1%	17%	1%	-16%	1%	-5%
